# T cruzi growth: blocks T. cruzi growth in NIH3T3 culture; T. cruzi beta-gal in NIH3T3, GalScreen luminescence, 90 h; inhibition, % at 8.34 µM; hit rate 5.9% among 77,000; AID 624255;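 active means mean inhibition above about 93%, with at least 55% of replicates each passing it, limit read from the data, passing the limit was not always enough; inconclusive means only one of those two conditions holds; inactive means neither condition holds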
# Pf Dd2 growth: inhibitors of Plasmodium falciparum Dd2 growth; P. falciparum Dd2 growth, SYBR Green, 72 h; stronger effect = lower value; activity change, % at 10 µM; hit rate 2.3% among 94,000; in the data active means activity change below about -80%; inconclusive means no clear call, values can overlap the other calls
# KDM4C inh: KDM4C (human) demethylase inhibition; hit rate 0.15% among 96,000; GST-KDM4C 2-372, H3K9me3 peptide, LANCE TR-FRET; inhibition, % at 12.5 µM;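 active means mean replicate inhibition above about 25%, with at least 55% of replicates also reaching it, limit read from the data, passing the limit was not always enough; inconclusive means only one of those two conditions met; inactive means neither condition met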
# Target sequence (Q9H3R0 2-372 limits assumed): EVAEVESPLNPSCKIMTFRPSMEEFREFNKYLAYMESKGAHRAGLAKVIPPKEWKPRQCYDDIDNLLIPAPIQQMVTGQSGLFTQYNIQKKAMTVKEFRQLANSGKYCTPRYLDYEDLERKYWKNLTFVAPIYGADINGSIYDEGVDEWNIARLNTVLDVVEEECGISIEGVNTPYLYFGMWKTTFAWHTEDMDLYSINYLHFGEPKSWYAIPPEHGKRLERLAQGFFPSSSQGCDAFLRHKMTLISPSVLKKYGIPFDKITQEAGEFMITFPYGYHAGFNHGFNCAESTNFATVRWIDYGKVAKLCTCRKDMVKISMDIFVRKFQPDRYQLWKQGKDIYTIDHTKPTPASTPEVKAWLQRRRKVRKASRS
#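 System: N-terminal GST-fused human GASC-1 (KDM4C) fragment, residues 2-372; amount: enzyme final amount 10 nM; incubation: reaction 30 min RT, detection step 1 h RT; medium: HEPES buffer, pH 7.5, plus ascorbate; technique: LANCE TR-FRET, Eu antibody, ULight-streptavidin, EDTA, ex 340 nm, em 618/671 nm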
# C diff growth: C. difficile growth inhibition. Clostridium difficile clinical isolate growth, OD600, 24 h; stronger effect = lower value. growth activity, negative = inhibition, % at 16 µg/mL (by protocol). hit rate 0.25% among 86,000. AID 1259249;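 active means mean growth activity at or below -80% and every replicate also at or below -80%; inconclusive means mean at or below -80% but some replicate above -80%; inactive means mean growth activity above -80%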;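 further: 0% = DMSO wells and -100% = levofloxacin 16 µg/mL wells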
# * = called active by the depositor; ? = inconclusive; . = no result given.
cpd	compound	T cruzi growth	Pf Dd2 growth	KDM4C inh	C diff growth
1	COC(=O)C[C@H]1CC[C@@H]2[C@@H](COc3ccc(NC(=O)c4ccc(OC)cc4)cc3C(=O)N2C)O1	12	0	-0.1	1
2	Cc1ccc(S(=O)(=O)N(C)C[C@H]2OCCCC[C@@H](C)Oc3ccc(N(C)C)cc3C(=O)N([C@H](C)CO)C[C@H]2C)cc1	79	.	-0.2	-1
3	CC=Cc1ccc2n(c1=O)C[C@H]1[C@H](CO)[C@@H](C(=O)Nc3ccccc3)N(CC)[C@@H]21 (mixture of isomers)	.	-13	2.3	3
4	N#C[C@@H]1[C@@H](c2ccc(C3=CCCCC3)cc2)[C@H](CO)N1C(=O)c1ccccn1	67	9	0.7	3
5	C[C@H](NC(=O)N(C)C[C@@H]1OCc2ccccc2-c2c(n(C)c3ccccc23)C(=O)N([C@@H](C)CO)C[C@@H]1C)c1ccccc1	10	-40	-2.6	7
6	COc1ccccc1C(=O)Nc1ccc2c(c1)OC[C@@H](C)N(CC1CC1)C[C@@H](C)[C@@H](OC)CN(C)C2=O	-33	.	3.5	.
7	C[C@@H]1CN([C@@H](C)CO)C(=O)c2cccc(NC(=O)C3CCOCC3)c2O[C@H]1CN(C)Cc1ccc(Oc2ccccc2)cc1	85	-60	-0.9	8
8	C[C@@H]1CN([C@@H](C)CO)C(=O)c2cc(NC(=O)Nc3ccccc3)ccc2O[C@@H]1CN(C)Cc1ccc(C(=O)O)cc1	-19	24	5.1	-3
9	C[C@H](CO)N1C[C@H](C)[C@@H](CN(C)C(=O)Nc2ccc(F)cc2)OCCCC[C@H](C)Oc2ccc(NC(=O)NC3CCCCC3)cc2C1=O	?	-55	0.7	-6
10	Cc1ccccc1S(=O)(=O)NCC[C@H]1CC[C@@H](NC(=O)C2CC2)[C@@H](CO)O1	.	-11	-1.3	-1
11	O=C(C[C@@H]1C[C@H]2c3cc(NC(=O)Nc4ccccc4)ccc3O[C@H]2[C@H](CO)O1)NCc1ccncc1	22	-5	-2.8	.
12	COc1ccc(S(=O)(=O)Nc2ccc3c(c2)C(=O)N([C@H](C)CO)C[C@@H](C)[C@H](CN(C)S(=O)(=O)c2ccc(F)cc2)O3)cc1	39	10	-0.5	2
13	CC(=O)N(C)C[C@@H]1[C@@H](c2ccc(-c3ccc(F)cc3)cc2)[C@H](CO)N1C(C)=O	11	21	-1.2	3
14	CC(=O)Nc1ccc2c(c1)C(=O)N(C)[C@H]1CC[C@H](CC(=O)NCC3CCCCC3)O[C@H]1CO2	33	-11	-1.9	2
15	Cc1cccc(S(=O)(=O)N2C[C@H](O)COC[C@@H]3O[C@@H](CC(=O)NCCCN4CCOCC4)CC[C@H]32)c1	29	-38	0.4	.

# The last three records of the part above lead into the next.
cpd	compound	T cruzi growth	Pf Dd2 growth	KDM4C inh	C diff growth
13	CC(=O)N(C)C[C@@H]1[C@@H](c2ccc(-c3ccc(F)cc3)cc2)[C@H](CO)N1C(C)=O	11	21	-1.2	3
14	CC(=O)Nc1ccc2c(c1)C(=O)N(C)[C@H]1CC[C@H](CC(=O)NCC3CCCCC3)O[C@H]1CO2	33	-11	-1.9	2
15	Cc1cccc(S(=O)(=O)N2C[C@H](O)COC[C@@H]3O[C@@H](CC(=O)NCCCN4CCOCC4)CC[C@H]32)c1	29	-38	0.4	.
16	O=C(C[C@H]1CC[C@H]2[C@@H](COC[C@H](O)CN2Cc2ccccc2)O1)NCCCN1CCOCC1	29	-11	-0.2	.
17	C[C@@H]1CCCCO[C@@H](CN(C)C(=O)CCC(F)(F)F)[C@@H](C)CN([C@@H](C)CO)C(=O)c2cc(NS(=O)(=O)c3ccccc3)ccc2O1	12	-10	0.6	-3
18	CCCC(=O)Nc1ccc2c(c1)C(=O)N(C)C[C@@H](OC)[C@@H](C)CN(CC1CCCC1)[C@H](C)CO2	21	-2	0.7	.
19	Cc1ccc(S(=O)(=O)N[C@@H]2CC[C@H](CC(=O)N3CCN(c4ccccc4)CC3)O[C@@H]2CO)cc1	35	7	0.0	-3
20	CO[C@H]1CN(C)C(=O)c2cc(NC(C)=O)ccc2OC[C@H](C)N(S(C)(=O)=O)C[C@H]1C	-10	13	1.0	1
21	O=C(c1ccc2c(c1)OCO2)N1CC(=O)N2[C@@H](CO)[C@H](c3ccc(C#Cc4ccccc4)cc3)[C@@H]2C1	.	-22	-0.4	18
22	C[C@H](NC(=O)[C@H]1[C@H](CO)[C@H]2Cn3c(ccc(-c4cccnc4)c3=O)[C@@H]1N2C)c1ccccc1	69	9	0.1	1
23	COc1ccc(C#Cc2ccc([C@H]3[C@H](CO)N4CCCCN(C(=O)c5ccncc5)C[C@@H]34)cc2)cc1	116*	-28	-1.1	39
24	C[C@H]1CN([C@@H](C)CO)C(=O)c2cccc(NC(=O)Nc3cccc4ccccc34)c2O[C@@H]1CN(C)C(=O)Nc1ccc(C(F)(F)F)cc1	60	-5	-0.3	0
25	COc1cccc(S(=O)(=O)N[C@@H]2CC[C@H](CCn3cc(-c4ccccc4OC)nn3)O[C@H]2CO)c1	-6	-23	0.3	-2
26	COc1ccc(NC(=O)Nc2ccc3c(c2)C(=O)N([C@H](C)CO)C[C@H](C)[C@H](CN(C)Cc2ccc(C(=O)O)cc2)OCCCC[C@@H](C)O3)cc1	16	36	.	0
27	Cc1noc(C)c1S(=O)(=O)Nc1ccc2c(c1)C(=O)N([C@H](C)CO)C[C@H](C)[C@@H](CN(C)C)OCCCC[C@@H](C)O2	0	-12	0.1	3
28	COc1cccc(C#Cc2cnc3c(c2)C(=O)N([C@H](C)CO)C[C@H](C)[C@H](CN(C)C(=O)C2CCOCC2)O3)c1	.	-13	5.0	-1
29	C[C@H]1CN([C@@H](C)CO)C(=O)c2cc(N(C)C)ccc2O[C@@H]1CN(C)Cc1ccc(Oc2ccccc2)cc1	86	2	2.5	-10
30	COCCNC(=O)C[C@@H]1C[C@@H]2c3cc(NC(=O)Nc4ccccc4)ccc3O[C@@H]2[C@H](CO)O1	51	16	-3.0	0
31	C[C@@H]1CN([C@H](C)CO)C(=O)Cc2cc(NC(=O)CCN3CCOCC3)ccc2O[C@H]1CN(C)Cc1ccc(C(F)(F)F)cc1	15	2	0.0	0
32	COc1ccc(-c2cnc3c(c2)C(=O)N([C@@H](C)CO)C[C@@H](C)[C@H](CN(C)C(=O)NC2CCCC2)O3)cc1	14	-22	3.4	2
33	O=C(Cc1ccccn1)N[C@H]1CC[C@H](CCn2cc(-c3ccccc3)nn2)O[C@H]1CO	-29	-13	0.9	.
34	O=C(C[C@H]1CC[C@H](NS(=O)(=O)c2ccc(F)cc2)[C@@H](CO)O1)NCc1ccncn1	-25	2	1.7	2
35	O=C(Nc1ccc2c(c1)[C@@H]1C[C@H](CC(=O)N3CCCCC3)O[C@H](CO)[C@@H]1O2)C1CCC1	33	3	-1.6	.
36	Cc1noc(C)c1S(=O)(=O)Nc1ccc2c(c1)C(=O)N([C@@H](C)CO)C[C@@H](C)[C@@H](CN(C)Cc1ccccc1)OCCCC[C@@H](C)O2	.	-44	0.7	7
37	CC(=O)Nc1ccc2c(c1)C(=O)N(C)[C@@H]1CC[C@@H](CC(=O)NCc3ccccc3Cl)O[C@@H]1CO2	-56	-17	-0.6	0
38	C[C@@H]1CN([C@H](C)CO)C(=O)CCCn2cc(nn2)CO[C@@H]1CN(C)C(=O)Nc1cccc2ccccc12	12	19	1.5	-2
39	CO[C@@H]1CN(C)C(=O)c2cc(NS(=O)(=O)c3ccccc3Cl)ccc2OC[C@@H](C)NC[C@@H]1C	-19	-11	8.1	.
40	COc1ccc2c3c(n(C)c2c1)[C@@H](CO)NCC31CCN(CC2CCCCC2)CC1	.	-82*	.	-1
41	CCN1[C@@H]2c3ccc(/C=C/c4ccccc4)c(=O)n3C[C@H]1[C@H](CO)[C@H]2C(=O)NCc1ccccn1	2	3	-1.2	-3
42	CO[C@H]1CC[C@H]2CCN(C)C(=O)C[C@@H](c3ccccc3)CN(C)C(=O)c3cc(C#N)ccc3OC[C@H]1O2	14	.	-2.3	1
43	O=C(CN1CCOCC1)N1CCCCN2[C@H](C1)[C@@H](c1ccc(-c3ccccc3F)cc1)[C@@H]2CO	33	19	1.4	-14
44	CC(=O)N(C)C[C@@H]1Oc2cc(C#C[C@@H](C)O)ccc2S(=O)(=O)N([C@@H](C)CO)C[C@@H]1C	-8	24	?	4
45	CN(C)c1ccc2c(c1)[C@H]1C[C@@H](CC(=O)NCc3ccccc3)O[C@@H](CO)[C@H]1O2	43	-8	40*	.

# Single values from above:
# `Cc1noc(C)c1S(=O)(=O)Nc1ccc2c(c1)C(=O)N([C@@H](C)CO)C[C@@H](C)[C@@H](CN(C)Cc1ccccc1)OCCCC[C@@H](C)O2` – C diff growth = 7
# `O=C(Nc1ccc2c(c1)[C@@H]1C[C@H](CC(=O)N3CCCCC3)O[C@H](CO)[C@@H]1O2)C1CCC1` – T cruzi growth = 33
# `COc1ccc(-c2cnc3c(c2)C(=O)N([C@@H](C)CO)C[C@@H](C)[C@H](CN(C)C(=O)NC2CCCC2)O3)cc1` – C diff growth = 2
# `C[C@@H]1CN([C@H](C)CO)C(=O)CCCn2cc(nn2)CO[C@@H]1CN(C)C(=O)Nc1cccc2ccccc12` – T cruzi growth = 12

# (next part)
cpd	compound	T cruzi growth	Pf Dd2 growth	KDM4C inh	C diff growth
46	CC=Cc1ccc2n(c1=O)C[C@H]1[C@H](CO)[C@@H](C(=O)NCCC)N(CC3CCCC3)[C@@H]21 (mixture of isomers)	23	-44	2.8	-1
47	COc1ccc(NC(=O)N(C)C[C@H]2Oc3c(NS(=O)(=O)c4ccc(F)cc4)cccc3C(=O)N([C@H](C)CO)C[C@H]2C)cc1	22	-56	-1.4	15
48	C[C@H]1CN([C@@H](C)CO)C(=O)c2cc(NC(=O)Nc3ccc(F)cc3)ccc2O[C@H]1CN(C)S(=O)(=O)c1ccc(F)cc1	3	5	-1.0	3
49	CCC(=O)N1[C@@H](CO)[C@H](c2ccccc2)C12CN(C(=O)c1ccc3c(c1)OCO3)C2	.	25	-1.4	-2
50	C[C@H](CO)N1C[C@H](C)[C@H](CN(C)C(=O)C2CCCCC2)OCCCC[C@H](C)Oc2ccc(NS(C)(=O)=O)cc2C1=O	32	-13	1.1	-1
51	Cc1noc(C)c1S(=O)(=O)N(C)C[C@@H]1OCCCC[C@@H](C)Oc2ccc(N(C)C)cc2C(=O)N([C@@H](C)CO)C[C@H]1C	74	10	-0.6	1
52	O=C(O)C[C@H]1C[C@@H]2c3cc(NC(=O)Nc4ccccc4F)ccc3O[C@@H]2[C@@H](CO)O1	.	-3	-1.9	-1
53	C[C@H](CO)N1C[C@H](C)[C@@H](CN(C)Cc2ccccc2)OCCCC[C@H](C)Oc2ccc(NC(=O)C3CCCCC3)cc2C1=O	82	7	-0.4	-2
54	COCC#Cc1cnc2c(c1)C(=O)N([C@H](C)CO)C[C@H](C)[C@H](CN(C)S(=O)(=O)c1cn(C)cn1)O2	35	26	2.4	-5
55	O=C(CN1CCOCC1)NCC[C@H]1CC[C@@H](NC(=O)Nc2ccc(F)cc2)[C@H](CO)O1	-42	7	-1.8	-2
56	COc1ccc2c3c(n(C)c2c1)[C@H](CO)N(C(=O)Nc1ccccc1F)CC31CCN(C(C)=O)CC1	.	-3	-0.1	5
57	C[C@@H]1CCCCO[C@H](CN(C)C(=O)c2ccccc2)[C@H](C)CN([C@H](C)CO)C(=O)c2cc(NS(C)(=O)=O)ccc2O1	7	5	3.7	-1
58	O=C(N[C@H]1C=C[C@H](CC(=O)N2CCc3ccccc3C2)O[C@H]1CO)C1CCOCC1	.	-7	2.3	6
59	OC[C@@H]1[C@@H](c2ccccc2)C2(CN(Cc3ccccn3)C2)N1Cc1cncnc1	.	1	2.5	5
60	C[C@H](CO)N1C[C@H](C)[C@H](CN(C)S(=O)(=O)c2cn(C)cn2)Oc2c(NC(=O)Nc3ccc4c(c3)OCO4)cccc2C1=O	-146	11	16	3
61	O=C(c1cnccn1)N1CC(=O)N2[C@@H](CO)[C@H](c3ccc(-c4ccc(F)cc4)cc3)[C@@H]2C1	.	-29	-1.9	-3
62	C[C@@H]1CN([C@@H](C)CO)C(=O)Cc2cc(NS(=O)(=O)c3ccccc3)ccc2O[C@H]1CN(C)S(=O)(=O)c1cccs1	20	-35	0.2	-6
63	C[C@@H]1CN([C@@H](C)CO)S(=O)(=O)c2ccc(-c3ccccc3)cc2O[C@@H]1CN(C)Cc1cccc(F)c1	123*	-69	1.8	-7
64	O=C(N[C@@H]1CC[C@H](CCNS(=O)(=O)c2ccc(F)cc2)O[C@@H]1CO)C1CCOCC1	10	3	1.4	.
65	CCNC(=O)[C@@H]1[C@@H](CO)[C@@H]2Cn3c(cccc3=O)[C@H]1N2CC1CCOCC1	.	18	-1.2	-1
66	COc1ccc(S(=O)(=O)Nc2ccc3c(c2)C(=O)N([C@H](C)CO)C[C@@H](C)[C@H](CN(C)C(=O)Nc2ccc4c(c2)OCO4)OCCCC[C@H](C)O3)cc1	.	-10	1.0	-25
67	C[C@@H]1CN([C@H](C)CO)C(=O)c2cccc(NC(=O)c3nc4ccccc4s3)c2O[C@H]1CN(C)C(=O)NC1CCCCC1	-60	-89*	-0.4	.

# Compound activity from PubChem BioAssay.
